NFkB transloc pot – enhances IL-1B driven NFkB nuclear translocation; hit rate 0.3% among 94,000; HUVEC IL-1B NFkB p65 nuclear translocation imaging; AID 819; activation, % at 2 µM;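 active means activation above 40%, about the mean plus 3 SD, also judged a hit on visual image review; inconclusive means activation above 40% but not a hit on visual review; inactive means activation not above 40% and no visual hit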;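 further: percent activation is computed from the nuclear over cytoplasmic p65 intensity ratio; values of inactives mirror those of a sister screen read the other way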
IL1B NFkB inh – blocks IL-1B driven NFkB nuclear translocation in HUVEC cells. hit rate 0.43% among 94,000. inhibition, % at 2 µM. HUVEC IL-1B NFkB p65 nuclear translocation imaging;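 active means inhibition above about 30% together with a positive call from visual inspection of the well image, limit read from the data; inconclusive means inhibition above a set limit but visual check negative; inactive means inhibition not above a set limit, visual check negative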;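 further: nuclear over cytoplasmic p65 intensity ratio measured by imaging; 0% = IL-1B stimulated DMSO wells and 100% = unstimulated DMSO wells; values of inactives mirror those of a sister screen read the other way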
Bcl-B TR3 displacers – displacers of TR3 peptide from Bcl-B, primary screen, selectivity assay for Bfl-1 inhibitor project, biochemical, fluorescence polarization; one-dose displacement, % at 20 µM; IC50 in µM for titrated hits; AID 748; hit rate 0.11% among 96,000; FP displacement of FITC-TR3 peptide from Bcl-B; higher % means a stronger effect;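 active means displacement above 50% at 20 µM plus a fluorescence interference ratio under 1.5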;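 further: plate controls were wells without compound for no effect and wells lacking Bcl-B protein for full effect; a part of the inactive calls stands beside numbers as strong as those of hits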
MRP resist rev – reverses drug resistance mediated by MRP | H69AR cells + 2 uM doxorubicin, CellTiter-Glo, 72 h | differential viability (reversal), % at 10 µM | hit rate 0.04% among 85,000;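 active means viability drop by adding the cancer drug above about 55%, with treated viability meeting a 40% cutoff, limit read from the data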;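 further: viability without doxorubicin minus viability with 2 µM doxorubicin for each compound; larger differential means the compound sensitizes cells more to doxorubicin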
PLAP inhibition – inhibition of human placental alkaline phosphatase – biochemical, luminescence, HTS (AID 690); purified PLAP, luminescent substrate; higher % means a stronger effect; hit rate 0.08% among 96,000; one-dose inhibition, % at 20 µM; IC50 in µM for titrated hits; in the data active means a potency from the dose series; inactive means the rest, 99 in 100 with inhibition below about 30%; further: strong numbers were not always called active
MRP resist rev cytotoxicity – second read-out of MRP resist rev, no call of its own (marks repeat the call); viability, %; H69AR cells, CellTiter-Glo, 72 h; measured here: cytotoxicity without doxorubicin
MRP resist rev with doxorubicin – also measured in MRP resist rev; calls as there; viability, %; measured here: viability with 2 uM doxorubicin; stronger effect = lower value
IL1B NFkB inh cell count 2 µM – second read-out of IL1B NFkB inh, no call of its own (marks repeat the call); cell count; measured here: cells passing quality filter;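 raw number of nuclei counted in each imaged well without normalization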
NFkB transloc pot cell count 2 µM – recorded beside NFkB transloc pot, whose call it bears; cell count; measured here: cells passing quality filter
* = called active by the depositor; ? = inconclusive; . = no result given. Not all compounds are listed; rates above refer to the full screens.

SMILES | NFkB transloc pot | NFkB transloc pot cell count 2 µM | IL1B NFkB inh | IL1B NFkB inh cell count 2 µM | Bcl-B TR3 displacers | MRP resist rev | MRP resist rev cytotoxicity | MRP resist rev with doxorubicin | PLAP inhibition
CCOC(=O)c1sc(=NC(=O)c2ccc(S(=O)(=O)N3CC(C)OC(C)C3)cc2)n(C)c1C (stereo not given) | -4 | 125 | 4 | 125 | 0% | 7 | 62 | 55 | -3%
Cc1ccc(C(=O)CC2(O)C(=O)N(Cc3ccccc3Cl)c3ccccc32)o1 (stereo not given) | 19 | 145 | -19 | 145 | -6% | -18 | 18 | 37 | 8%
Cc1c(C)n(CC(O)CN2C(=O)c3ccccc3S2(=O)=O)c2ccccc12 (stereo not given) | 4 | 166 | -4 | 166 | 4% | -1 | 81 | 82 | -14%
CC(=O)Nc1cccc(C(=O)/C=C/c2ccco2)c1 | 4 | 113 | -4 | 113 | -4% | . | . | . | 6%
c1coc(-c2nnc(SCc3nc4ccccc4[nH]3)o2)c1 | 12 | 215 | -12 | 215 | -10% | 13 | 91 | 78 | -2%
CCCCSc1nc2c(c(C(F)(F)F)c1C#N)CCC2 | 4 | 155 | -4 | 155 | 0% | 10 | 79 | 70 | 19%
Cc1nc(-c2coc3cc(O)c(C)cc3c2=O)cs1 | -1 | 176 | 1 | 176 | 0% | -3 | 91 | 94 | 14%
COc1ccc(C2C(C(=O)Nc3cccc(C)n3)c3ccccc3C(=O)N2C)cc1OC (stereo not given) | 7 | 114 | -6 | 114 | 9% | -3 | 92 | 95 | -34%
COc1ccc(S(=O)(=O)N(C(=O)C(C)C)c2ccc3oc(=O)sc3c2)cc1 | 7 | 174 | -7 | 174 | 6% | -8 | 49 | 57 | -28%
COC(=O)c1cc(OC)c(OC)cc1NC(=O)c1oc2ccccc2c1C | -2 | 93 | 2 | 93 | . | -2 | 75 | 77 | .
CCOC(=O)CCCNC(=O)COC(=O)c1cc2ccccc2cc1O | -1 | 168 | 1 | 168 | -1% | 14 | 103 | 89 | 15%
Fc1cnc(N2CCOCC2)nc1N1CCc2ccccc21 | 18 | 116 | -18 | 116 | . | 11 | 86 | 74 | .
O=c1[nH]c(CN2CCN(c3ccc([N+](=O)[O-])cc3)CC2)nc2ccsc12 | 10 | 196 | -10 | 196 | -4% | 1 | 93 | 91 | -17%
CCCNC(=O)NC(C(=O)OC)C12CC3CC(CC(C3)C1)C2 (stereo not given) | 9 | 114 | -9 | 114 | -8% | 17 | 92 | 75 | -3%
Cc1[nH]nc2c1C(c1ccc(F)cc1)C1=C(CC(C)(C)CC1=O)N2 (stereo not given) | -12 | 75 | 12 | 75 | -2% | 3 | 80 | 77 | 14%
CCc1ccc(NC(=S)NC2CC3CCCC(C2)N3Cc2cccs2)cc1 (stereo not given) | 9 | 105 | -9 | 105 | -2% | . | . | . | -12%
Cn1c(=O)[nH]c(=O)c2c1nc(SCCN1CCOCC1)n2CCCc1ccccc1 | -5 | 53 | 5 | 53 | -8% | -18 | 60 | 78 | -34%
CCOC(=O)CSc1nc2ccccc2c(=O)n1C | -1 | 152 | 1 | 152 | . | 25 | 100 | 75 | .
O=C(NCCc1ccccc1)C(=O)NN=C1CCCC1 | 8 | 86 | -8 | 86 | -15% | . | . | . | -4%
O=C(CCn1cnc2ccccc2c1=O)Nc1nc2c(s1)CCCC2 | -3 | 149 | 3 | 149 | 0% | 5 | 78 | 74 | 9%

6 entries from above, arranged by molar mass, highest first:
SMILES | NFkB transloc pot | NFkB transloc pot cell count 2 µM | IL1B NFkB inh | IL1B NFkB inh cell count 2 µM | Bcl-B TR3 displacers | MRP resist rev | MRP resist rev cytotoxicity | MRP resist rev with doxorubicin | PLAP inhibition
CCOC(=O)c1sc(=NC(=O)c2ccc(S(=O)(=O)N3CC(C)OC(C)C3)cc2)n(C)c1C (stereo not given) | -4 | 125 | 4 | 125 | 0% | 7 | 62 | 55 | -3%
COc1ccc(C2C(C(=O)Nc3cccc(C)n3)c3ccccc3C(=O)N2C)cc1OC (stereo not given) | 7 | 114 | -6 | 114 | 9% | -3 | 92 | 95 | -34%
Cn1c(=O)[nH]c(=O)c2c1nc(SCCN1CCOCC1)n2CCCc1ccccc1 | -5 | 53 | 5 | 53 | -8% | -18 | 60 | 78 | -34%
Cc1ccc(C(=O)CC2(O)C(=O)N(Cc3ccccc3Cl)c3ccccc32)o1 (stereo not given) | 19 | 145 | -19 | 145 | -6% | -18 | 18 | 37 | 8%
Fc1cnc(N2CCOCC2)nc1N1CCc2ccccc21 | 18 | 116 | -18 | 116 | . | 11 | 86 | 74 | .
O=C(NCCc1ccccc1)C(=O)NN=C1CCCC1 | 8 | 86 | -8 | 86 | -15% | . | . | . | -4%

(more compounds)
SMILES | NFkB transloc pot | NFkB transloc pot cell count 2 µM | IL1B NFkB inh | IL1B NFkB inh cell count 2 µM | Bcl-B TR3 displacers | MRP resist rev | MRP resist rev cytotoxicity | MRP resist rev with doxorubicin | PLAP inhibition
CCOC(=O)c1cc(NC(=O)Nc2ccccc2OC)c(C)nc1C | -12 | 71 | 12 | 71 | -4% | -4 | 62 | 66 | -31%
CCOC(=O)N1CCC(N(CCOC)C(=O)Nc2ccc(Cl)cc2)CC1 | . | . | . | . | -6% | -9 | 67 | 75 | -31%
CSc1ccc(Cn2nnc(C(=O)Nc3ccc(C)c(C)c3)c2N)cc1 | 0 | 142 | 0 | 142 | 13% | 9 | 99 | 90 | 28%
CCCOc1ccc(N2C(=O)C3C(C(C)C)NC4(C(=O)c5ccccc5C4=O)C3C2=O)cc1 (stereo not given) | 5 | 63 | -5 | 63 | -6% | -1 | 89 | 90 | -46%
CCNC(=S)N1CC(C)OC(C)C1 (stereo not given) | 15 | 55 | -15 | 55 | -8% | . | . | . | -10%
COc1ccc(OC)c(NC(=O)C2CC(=O)n3ncnc3N2)c1 (stereo not given) | 17 | 139 | -17 | 139 | -5% | 11 | 102 | 91 | 22%
O=C1CN(C(=O)CSc2nncn2-c2ccccc2)c2ccccc2N1 | -26 | 173 | 26 | 173 | -3% | -6 | 96 | 102 | 12%
O=S(=O)(NC1CCCC1)c1ccc(S(=O)(=O)N2CCCN(Cc3ccccc3)C2)cc1 | -9 | 180 | 9 | 180 | 1% | -11 | 90 | 100 | -61%
COc1ccc(S(=O)(=O)NCCc2cn3cccc(C)c3n2)cc1OC | -7 | 66 | 7 | 66 | -2% | -10 | 80 | 90 | 7%
CCc1c(C)nc(N2CCN(Cc3ccccc3)CC2)[nH]c1=O | 0 | 122 | 0 | 122 | -13% | 4 | 93 | 89 | -14%
C/C(=N\NC(=O)CNc1ccccc1Cl)C(C)(C)C | 11 | 174 | -11 | 174 | -20% | 10 | 93 | 83 | -4%
CCN1C(=O)/C(=C2/C=Cc3ccccc3N2C)OC1=S | -6 | 57 | 6 | 57 | -71% | 12 | 28 | 16 | 34%
CN(C)/C=C1\C(=O)Nc2ccccc21 | 5 | 55 | 0 | 146 | -5% | 0 | 97 | 97 | 5%
COc1ccc(OCCOCC(O)CN2CCOCC2)cc1 (stereo not given) | -3 | 128 | 3 | 128 | -2% | 8 | 93 | 85 | -1%
CCOC(=O)C(=O)Nc1ccc(S(=O)(=O)N2CCOCC2)cc1OC | 9 | 159 | -9 | 159 | 8% | . | . | . | 22%
Cn1c(SCC(=O)Nc2ccc(N3CCOCC3)cc2)nnc1-c1ccccc1 | 12 | 138 | -12 | 138 | -1% | 15 | 86 | 71 | 20%
O=C(Nc1ccccc1C(=O)Nc1ccc2c(c1)OCO2)c1ccco1 | 5 | 139 | -5 | 139 | 0% | -15 | 34 | 50 | 8%
COc1ccc(CN(C)C2CCCCC2)cc1 | 3 | 68 | -3 | 68 | -1% | 9 | 86 | 77 | -16%
CCCCCCSC1=C(C#N)C(c2ccc(C)o2)CC(=O)N1 (stereo not given) | 8 | 121 | -8 | 121 | -8% | 10 | 85 | 75 | 31%
O=C(COC(=O)c1ccccn1)Nc1cc(Cl)ccc1Cl | . | . | . | . | 3% | 4 | 92 | 88 | 11%
CC(=O)N1C(=O)N(C)C2C1N(C(C)=O)C(=O)N2C (stereo not given) | 22 | 140 | -22 | 140 | . | -2 | 96 | 98 | .
Cc1cc(C)nc(SCCS(=O)(=O)Cc2ccccc2)n1 | -6 | 140 | 6 | 140 | -6% | 12 | 92 | 79 | 6%
O=C(NCc1cccs1)C1CCN(C(=O)NCc2ccccc2)CC1 | -24 | 89 | 24 | 89 | . | 13 | 100 | 87 | .
CCc1nnc(NC(=O)c2ccc(OC)cc2OC)s1 | 19 | 148 | -19 | 148 | -10% | . | . | . | -30%
CCOC(=O)Cn1nc(C)n(-c2ccccc2)c1=O | -11 | 94 | 11 | 94 | 2% | . | . | . | -2%
O=C(COc1ccc(-c2nnco2)cc1)NC1CCCc2ccccc21 (stereo not given) | . | . | . | . | -9% | 1 | 84 | 83 | -63%
COc1ccc(CNC(=O)c2sc(=S)n(-c3ccc(OC)cc3)c2N)cc1 | 3 | 159 | -4 | 159 | -9% | 6 | 84 | 78 | 11%
O=C(NC1CC2CCC(C1)N2C(=O)NC1CCCCC1)NC12CC3CC(CC(C3)C1)C2 (stereo not given) | . | . | . | . | -3% | 6 | 101 | 95 | -222%
CCOC(=O)CN(C(=O)CSc1nnc(-c2ccc(OC)c(OC)c2)o1)c1ccc(F)cc1 | 20 | 186 | -20 | 186 | -4% | -21 | 52 | 73 | -66%
Cc1cc(C)cc(N(CC(=O)N2CCOCC2)S(=O)(=O)c2ccccc2)c1 | 22 | 172 | -22 | 172 | . | -11 | 90 | 101 | .
COc1ccc(CN(C(=O)c2ccco2)c2ccc(C)cc2)cc1OC | -3 | 131 | 4 | 131 | -12% | 16 | 94 | 78 | -62%
CCN(CC)c1cc(C)c2cc(NC(=O)c3ccc(Br)o3)ccc2n1 | -1 | 144 | 1 | 144 | -9% | 1 | 58 | 57 | -4%
CCN(CC)S(=O)(=O)c1ccc2c(c1)c(=O)c(C(=O)N1CCOCC1)cn2C | . | . | . | . | -2% | 12 | 95 | 83 | 9%
C/C(=N\NC(=O)c1csc(C)c1C)c1ccc(Cl)s1 | -6 | 184 | 6 | 184 | 1% | . | . | . | -3%
CCC(C)N1C(=O)S/C(=C/c2ccc(Sc3nc4ccccc4[nH]3)o2)C1=O (stereo not given) | -25 | 72 | 26 | 72 | -19% | . | . | . | -13%
CCc1cccc(NC(=O)NC2CCCCC2)c1 | 7 | 118 | -7 | 118 | -4% | 16 | 78 | 62 | -26%
O=C(COC(=O)C1=COCCO1)NCCCc1ccccc1 | 13 | 116 | -13 | 116 | -2% | -2 | 94 | 96 | 10%
Cc1nc2ccccc2n1CC(=O)NCc1ccccc1 | -6 | 121 | 6 | 121 | -5% | 6 | 103 | 97 | 10%
CCCn1c2ccccc2c2nnc(SC(CC)C(=O)Nc3sc4c(c3C#N)CCCC4)nc21 (stereo not given) | 39 | 156 | -39 | 156 | 9% | . | . | . | -83%
Cc1ccc(CCN2CC(C(=O)NCCN3CCCCCC3)CC2=O)cc1 (stereo not given) | ? | . | -45 | 137 | 7% | 0 | 98 | 98 | -25%
O=c1c(F)cn(C2CCCO2)c(=O)n1Cc1ccccc1F (stereo not given) | 3 | 136 | -2 | 136 | -1% | 1 | 96 | 95 | 15%
O=C(C1CCCCC1)N1CCN(S(=O)(=O)c2ccc(Br)cc2)CC1 | -2 | 170 | 2 | 170 | 3% | -7 | 75 | 82 | -30%
CN(C)S(=O)(=O)Oc1ccsc1C(=O)Nc1ccc(Cl)cc1 | -9 | 137 | 9 | 137 | -3% | . | . | . | 20%
Cc1nccn1Cc1cccc2ccccc12 | 0 | 175 | 0 | 175 | -2% | 4 | 87 | 83 | -38%
COc1ccc(-c2nc(C#N)c(NCc3ccccc3Cl)o2)cc1OC | -12 | 87 | 12 | 87 | -8% | -6 | 6 | 11 | 34%
COc1ccccc1C(=O)NC1CCCCCCC1 | -10 | 164 | 10 | 164 | . | 24 | 111 | 87 | .

High-throughput results: PubChem BioAssay, several laboratories
